All columns: NCI-60 one-dose screen, growth in % after 48 h at 10 µM unless noted; 100 = growth as untreated, 0 = no growth, -100 = all killed.
UACC-257: UACC-257 melanoma. actives 4.4% (n = 78,000)
MALME-3M: MALME-3M melanoma | actives 5.8% (n = 78,000) | AID 1794766
UACC-62: UACC-62 melanoma; actives 5.4% (n = 81,000); AID 1794756
SK-MEL-2: SK-MEL-2 melanoma; actives 4.7% (n = 77,000); AID 1794763
A549/ATCC: A549/ATCC NSCLC | AID 1794740 | actives 3.7% (n = 81,000)
M14: M14 melanoma; actives 6.2% (n = 80,000); AID 1794745
SK-MEL-5: SK-MEL-5 melanoma; actives 6.4% (n = 80,000)
EKVX: EKVX NSCLC | actives 3% (n = 71,000) | AID 1794765
An asterisk follows results filed as active; nt = no result given; & = joins results of further samples. How the source made its calls: active means growth percent below 10; inactive means the rest. Hits appear at their usual frequency; any-hit rate near 9.8%.

#1 O=C(NOCCO)c1ccc2cncn2c1Nc1ccc(I)cc1F
#2 COc1ccc(Br)c(C=O)c1OS(=O)(=O)c1ccc(C)cc1
#3 COc1ccc(NC(=O)CSc2nnc(-c3ccc4nc(-c5ccc(OC)cc5)[nH]c4c3)o2)cc1
#4 Clc1ccc(Nc2ccnc(NCCNc3ccnc4cc(Cl)ccc34)n2)cc1
#5 Cc1ccc2nc3ccccc3c(NCc3ccc(Cl)cc3)c2c1
#6 COc1ccc(-c2cc(/C=C3\C(=O)Nc4ccc(OC)cc43)[nH]n2)cc1
#7 O=C(O)c1ccc(-n2cc(CNc3cc(F)c(F)c(F)c3)c(-c3cccc(F)c3)n2)cc1
#8 CCNC(=O)CSc1nc2ccccc2c(=O)n1-c1ccc(S(=O)(=O)Nc2ccc(Cl)nn2)cc1

compound no.,1,2,3,4,5,6,7,8
UACC-257,-21*,98,119,nt,-2.9*,69,95,112
MALME-3M,1.3*,87,97,-84*,-14*,35,67,105
UACC-62,3.1*,94,94,-79*,74,39,58,102
SK-MEL-2,nt,93,106,-76*,102,23,80,115
A549/ATCC,25,89,109,11,41,41,77,108
M14,5.3*,98,nt,-87*,-17*,36,nt,nt
SK-MEL-5,47,93,82,-100*,54,31,67,106
EKVX,55,nt,111,nt,55,nt,65,107

#9 COc1cc(C2=NN(c3ccccc3)C(c3cccc(Nc4ccnc5cc(C(F)(F)F)ccc45)c3)C2)cc(OC)c1OC (stereo unspecified)
#10 NC(=S)Nc1ccccn1
#11 O=C(CC12CC3CC(CC(C3)C1)C2)NCCOCCOCCOCCNC(=O)c1cc2c(o1)C(=O)c1ccccc1C2=O
#12 CC(=O)c1ccc(NC(=O)CSc2nnc3n(Cc4ccccc4)c(=O)c4c(C)c(C(N)=O)sc4n23)cc1
#13 Cn1cc(-c2nc(-c3cn(C)c4ncccc34)cs2)c2cc(F)ccc21
#14 CCCCCCSc1ccc(C)cc1
#15 O=c1oc2ccccc2c(=O)c2ccccc12
#16 CN1C(=O)N(c2ccccc2)C(=O)C2(CC=CC2)C1=O

compound no.,9,10,11,12,13,14,15,16
UACC-257,97,104,-81*,99,62,99,117,106
MALME-3M,92,107,-96*,102,nt,92,nt,99
UACC-62,84,108,-95*,103,42,107,104,100
SK-MEL-2,87,104,-28*,100,31,102,102,106
A549/ATCC,86,100,-41*,113,38,104,111,108
M14,93,98,-76*,106,17,83,106,106
SK-MEL-5,90,108,-98*,111,25,102,110,104
EKVX,85,103,-27*,112,55,nt,110,104

#17 CCOC(=O)c1c(C)nc2c(c1N)CC(=O)N2Cc1ccccc1C(F)(F)F
#18 COc1ccc(Cc2cnc(NC(=O)c3sc4ccccc4c3Cl)s2)cc1
#19 Fc1ccc2ccccc2c1
#20 Cc1ccnc(NC(=O)Cn2cc(COc3ncnc4sc5c(c34)CCCC5)nn2)c1
#21 COc1cc2c(cc1OC)C1CCN3C(=O)CCC3N1CC2 (stereo unspecified)
#22 Cc1ccc(-c2nc3ccccn3c2/C=C2/C(=O)Nc3cc(Cl)ccc32)cc1
#23 Nc1ccc(S(=O)(=O)O)c(O)c1
#24 O=C(c1ccccc1)c1ccc2nc(-c3cccc(Br)c3)[nH]c2c1

compound no.,17,18,19,20,21,22,23,24
UACC-257,111,50,100,103,108,91,112,78
MALME-3M,96,57,107,112,117,76,106,99
UACC-62,80,36,107,91,97,74,100,65
SK-MEL-2,102,44,nt,107,119,88,102,79
A549/ATCC,89,24,100,93,113,91,120,88
M14,103,10,102,101,116,80,nt,77
SK-MEL-5,93,28,108,96,113,72,99,91
EKVX,95,41,nt,92,114,92,119,98

Exported with values under each structure: three of the compounds above
Second line of a record – UACC-257, MALME-3M, UACC-62, SK-MEL-2, A549/ATCC, M14, SK-MEL-5, EKVX
18: COc1ccc(Cc2cnc(NC(=O)c3sc4ccccc4c3Cl)s2)cc1
→ 50, 57, 36, 44, 24, 10, 28, 41
19: Fc1ccc2ccccc2c1
→ 100, 107, 107, nt, 100, 102, 108, nt
20: Cc1ccnc(NC(=O)Cn2cc(COc3ncnc4sc5c(c34)CCCC5)nn2)c1
→ 103, 112, 91, 107, 93, 101, 96, 92

Structural class: the entries above containing a thiophene ring, fused or not (3)
#12 CC(=O)c1ccc(NC(=O)CSc2nnc3n(Cc4ccccc4)c(=O)c4c(C)c(C(N)=O)sc4n23)cc1
#18 COc1ccc(Cc2cnc(NC(=O)c3sc4ccccc4c3Cl)s2)cc1
#20 Cc1ccnc(NC(=O)Cn2cc(COc3ncnc4sc5c(c34)CCCC5)nn2)c1

compound no.,12,18,20
UACC-257,99,50,103
MALME-3M,102,57,112
UACC-62,103,36,91
SK-MEL-2,100,44,107
A549/ATCC,113,24,93
M14,106,10,101
SK-MEL-5,111,28,96
EKVX,112,41,92

Following part:
#25 NC(N)=N/N=C(/CC(=O)c1ccccc1)c1ccccc1
#26 COc1nc(OC)c2[nH]cnc2n1
#27 O=C(c1ccc(-c2nc(CSc3nc4ccccc4s3)no2)cc1)N1CCC(F)(F)CC1
#28 O=C(COc1ccc(/C=C2\CSc3ccccc3C2=O)cc1)Nc1nccs1
#29 CCOC(=O)c1sc2nc(-c3cccc(O)c3)nc(N3CCOCC3)c2c1C
#30 COc1cc(/C=C/C(=O)c2ccc(NC(=O)CSc3nnc(-c4cc(-c5ccc(S(N)(=O)=O)cc5)nc5ccccc45)n3-c3ccccc3)cc2)cc(OC)c1OC
#31 NC(N)=N/N=C(\c1ccccc1)c1ccccn1
#32 Oc1c(CN2CCOCC2)cc(CN2CCOCC2)c(O)c1O

compound no.,25,26,27,28,29,30,31,32
UACC-257,114,105,54,97,83,99,96,106
MALME-3M,nt,120,67,78,63,92,103,105
UACC-62,94,109,66,86,72,87,97,102
SK-MEL-2,113,112,64,83,79,103,105,100
A549/ATCC,106,104,71,100,47,98,106,99
M14,92,104,83,90,69,99,100,107
SK-MEL-5,98,99,33,142,53,98,106,107
EKVX,110,nt,48,129,36,103,105,115

Part of the list above, field by field:
(9) COc1cc(C2=NN(c3ccccc3)C(c3cccc(Nc4ccnc5cc(C(F)(F)F)ccc45)c3)C2)cc(OC)c1OC (stereo unspecified)
  UACC-257: 97
  MALME-3M: 92
  UACC-62: 84
  SK-MEL-2: 87
  A549/ATCC: 86
  M14: 93
  SK-MEL-5: 90
  EKVX: 85

(10) NC(=S)Nc1ccccn1
  UACC-257: 104
  MALME-3M: 107
  UACC-62: 108
  SK-MEL-2: 104
  A549/ATCC: 100
  M14: 98
  SK-MEL-5: 108
  EKVX: 103

(11) O=C(CC12CC3CC(CC(C3)C1)C2)NCCOCCOCCOCCNC(=O)c1cc2c(o1)C(=O)c1ccccc1C2=O
  UACC-257: -81*
  MALME-3M: -96*
  UACC-62: -95*
  SK-MEL-2: -28*
  A549/ATCC: -41*
  M14: -76*
  SK-MEL-5: -98*
  EKVX: -27*

(12) CC(=O)c1ccc(NC(=O)CSc2nnc3n(Cc4ccccc4)c(=O)c4c(C)c(C(N)=O)sc4n23)cc1
  UACC-257: 99
  MALME-3M: 102
  UACC-62: 103
  SK-MEL-2: 100
  A549/ATCC: 113
  M14: 106
  SK-MEL-5: 111
  EKVX: 112

Following part:
#33 Cc1c2n(c3ccccc13)Cc1cnnn1C(C(=O)c1ccc(Br)cc1)=C2
#34 Cc1ccnc2c1NC(=O)c1cccnc1N2C1CC1
#35 C=CCN1CCN(C(=S)SCc2cc(=O)oc3ccc(C)cc23)CC1
#36 O=C(O)c1ccc(O)c(CN2CCN(c3cc4c(cc3F)c(=O)c(C(=O)O)cn4C3CC3)CC2)c1
#37 COC(=O)C1=C(C(=O)OC)C2C=CC1C1C(OC(C)=O)C(OC(C)=O)C21 (stereo unspecified)
#38 Cc1cc(Cl)ccc1O/C(=C\C(=O)O)C(=O)O
#39 Cc1cccc2cc3c(nc12)Nn1c(nnc1-c1ccc[nH]c1=S)SC3
#40 O=C(O)c1ccc(CN2C(=O)NC3(C2=O)c2ccccc2-c2ccccc23)cc1

compound no.,33,34,35,36,37,38,39,40
UACC-257,94,101,107,97,95&106,nt,107,94
MALME-3M,99,110,99,87,101&95,99,109,97
UACC-62,77,103,84,80,110&107,96,90,103
SK-MEL-2,89,nt,100,96,108&102,108,102,106
A549/ATCC,90,102,97,98,95&103,93,105,93
M14,89,107,101,89,104&101,97,102,97
SK-MEL-5,81,104,101,79,108&98,109,99,92
EKVX,82,104,90,86,nt,92,106,85

#41 COc1ccc(C(=O)c2cc(C)c(OC)c(C)c2)c(OC)c1O
#42 N=c1c2c(-c3ccccc3)cn(-c3ccccc3)c2nc2[nH]/c(=C\c3ccc(Cl)cc3)c(=O)n12
#43 Cc1nc2ccc(Br)cn2c1-c1nnc(SCc2ccc(C#N)cc2)o1
#44 Brc1ccc(/C=N/Nc2ncnc3sc4c(c23)CCNC4)cc1
#45 Cc1ccc(C2=NN(c3nc(-c4cc5ccccc5oc4=O)cs3)C(c3ccc(Cl)cc3)C2)cc1 (stereo unspecified)
#46 COc1cccc(-c2nc3sccn3c2-c2ccnc(NCCCNS(=O)(=O)c3ccc(F)cc3)c2)c1
#47 COc1c(F)ccc(C(=O)Nc2ccc3nc(NC(=O)C4CCCN(S(=O)(=O)c5ccc(C(C)(C)C)cc5)C4)sc3c2)c1F (stereo unspecified)
#48 O=C(NCCNC(=O)Nc1ccc(Cl)cc1)Nc1ccc(Cl)cc1

compound no.,41,42,43,44,45,46,47,48
UACC-257,51,nt,77,112,88,36,69,101
MALME-3M,55,91,83,107,91,40,77,119
UACC-62,30,102,70,99,83,-38*,56,93
SK-MEL-2,27,nt,104,106,100,21,71,96
A549/ATCC,15,98,82,74,107,23,64,101
M14,-1.6*,98,98,82,103,26,88,109
SK-MEL-5,-34*,99,82,89,95,-39*,67,108
EKVX,59,nt,78,60,89,36,59,113

#49 NNC(=O)C1CC2c3ccccc3C1c1ccccc12 (stereo unspecified)
#50 Cc1cc(C)nc(NS(=O)(=O)c2ccc(NC3Nc4nc5ccccc5nc4S3)cc2)n1 (stereo unspecified)
#51 COc1ccc(C2CC(c3ccc4c(c3)OCO4)=NN2C=O)cc1 (stereo unspecified)
#52 CCOC(=O)c1cc(C(=O)c2cc(OC)cc(OC)c2)n2c1ccc1c3ccccc3ccc12
#53 CN1CCN(C(=O)c2cc(-c3ccc4ncnc(N5CCc6cc(F)c(Cl)cc65)c4c3)cnc2N)CC1
#54 CCCN(CCC)CC(C)(C)C(O)c1ccc(OC)c2ccccc12 (stereo unspecified)
#55 COc1ccc(-c2csc(NC(=O)CSc3nc(-c4ccccc4)c(C#N)c(=O)[nH]3)n2)cc1
#56 C=C(C)[C@@H]1CC[C@]2(C(=O)O)CC[C@]3(C)[C@H](CC[C@@H]4[C@@]5(C)Cc6c([nH]c7ccccc67)C(C)(C)[C@@H]5CC[C@]43C)[C@@H]12

compound no.,49,50,51,52,53,54,55,56
UACC-257,118,102,110,86,6.0*,nt,97,83
MALME-3M,123,100,nt,66,-39*,74,118,98
UACC-62,97,96,82,75,-52*,97,94,58
SK-MEL-2,109,107,100,100,-48*,83,93,57
A549/ATCC,113,101,96,74,3.8*,89,98,23
M14,111,101,102,73,1.6*,86,88,78
SK-MEL-5,110,97,96,95,-97*,90,96,58
EKVX,115,89,92,74,-10*,89,108,28

#57 CC(=O)Nc1cccc(-c2ccc3c(c2)NC(=O)/C3=C\c2ccc[nH]2)c1
#58 O=C(NCCN1CCC(n2c(=O)[nH]c3cc(Cl)ccc32)CC1)c1ccc(F)cc1
#59 O=c1c(F)cnc2n1Cc1ccccc1CO2
#60 c1ccc(Cn2cnc3ccc(-c4nc(-c5cccc6ccccc56)cn5ccnc45)cc32)cc1
#61 Nc1cccc(C(=O)Nc2ccc3c(O)cc(S(=O)(=O)O)cc3c2)c1
#62 CCCCCCC1OCC(CC)C(CCC)O1 (stereo unspecified)
#63 CC(C)(C)c1ccc(OC(=O)Nc2ccccc2)cc1
#64 Nc1cccc(CO)c1

compound no.,57,58,59,60,61,62,63,64
UACC-257,73,nt,92,109,115,85,100,122
MALME-3M,72,125,97,105,87,112,97,106
UACC-62,49,104,87,87,nt,98,110,102
SK-MEL-2,55,122,93,83,112,nt,103,121
A549/ATCC,40,101,88,93,132,95,99,126
M14,39,104,103,96,107,103,96,100
SK-MEL-5,61,93,97,90,102,107,104,nt
EKVX,35,nt,86,74,90,108,111,113

#65 CSc1ccc(Cl)cc1
#66 NC1=C(C/C(N)=N\O)C(c2ccccc2)c2c(ccc3ccccc23)O1 (stereo unspecified)
#67 Cc1nc(NC(=O)C(C)(C)C)sc1[N+](=O)[O-]
#68 Cn1cc(-c2cc(N)n3nc(-c4cn(C)c5ccc(F)cc45)cc3n2)c2cc(F)ccc21
#69 C=C1C(=O)O[C@H]2[C@H]1CC/C(COC(=O)N1CCC[C@H]1C(=O)Nc1ccc(OC)c(C(N)=O)c1O)=C\CC[C@@]1(C)O[C@@H]21
#70 CC(C)(C)[Si](C)(C)OC1[C@@H](O[Si](C)(C)C(C)(C)C)[C@@H](CNC(=O)NC(=O)CCl)O[C@H]1n1cnc2c(NC(=O)Nc3ccccc3)ncnc21 (stereo partly specified)
#71 O=CN1CCc2ccc([N+](=O)[O-])cc21
#72 COc1ccc(Oc2coc3cc(OC(=O)C(C)(C)C)ccc3c2=O)cc1
#73 Cc1cccc(C)c1N1C(N)=NC(N)=NC1(C)C

compound no.,65,66,67,68,69,70,71,72,73
UACC-257,101,98,96,101,25,14,99,95,nt
MALME-3M,118,96,96,91,27,-70*,95,93,99
UACC-62,94,71,88,63,34,-62*,96,111,110
SK-MEL-2,103,105,98,110,66,43,102,107,114
A549/ATCC,101,97,92,19,75,1.5*,103,98,nt
M14,94,95,105,20,36,-56*,100,103,101
SK-MEL-5,109,93,98,104,64,-88*,105,nt,98
EKVX,108,63,nt,93,77,-40*,103,nt,101
